CHRM4 PAM – human M4 muscarinic receptor positive allosteric modulators, primary screen, CHO-K1 cells, Fluo-8 calcium fluorescence. hit rate 0.4% among 360,000. Muscarinic acetylcholine receptor M4 (Homo sapiens), P08173. CHO-K1 hM4/Gqi5, ACh EC20; 0% = ACh EC20, 100% = maximal ACh. activation, % at 3 µM. AID 624126, 2012;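 active = activation above its plate's cutoff, the mean activation of sample wells plus 3 SD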; note: some results filed as inactive read as strong as hits
pCIP destab – p/CIP-EGFP fusion destabilizers, primary screen, fluorescence, F442A cells | 16 h | decrease of EGFP signal, % at 10 µM | hit rate 0.01% among 290,000 | Q05BA5 | AID 1984, 2009;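 active = EGFP signal decrease of at least 30% at 10 µM or well 3 SD below plate mean, unless failing retest; inactive = the rest, including hits failing retest or dose response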; note: some compounds called inactive have numbers as strong as hits; many of its hits are not listed in these tables
PHOSPHO1 block – PubChem AID 1565. Phosphoethanolamine/phosphocholine phosphatase (Homo sapiens), Q8TCT1. recombinant PHOSPHO1, absorbance phosphatase assay. inhibition, % at 13.3 µM. hit rate 1.1% among 290,000; in the data active = inhibition above about 60%
CRFR2-BP ag – agonists of CRF-BP/CRF-R2 complex, primary screen, cell-based, HEK293, calcium dye fluorescence, uHTS. activation, % at 13.2 µM. hit rate 0.46% among 350,000. calcium dye fluorescence (FLIPR); percent of saturating CRF peptide response;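 active = activation of at least 50%, plus an integration ratio under a set limit after plate pattern correction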;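 note: plate controls were neutral control wells without compound for no effect and CRF at EC100 for full effect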
IDE cell activ – human IDE activators in live cells, primary screen, fluorescence polarization, HEK cells, FAbeta-B substrate. Insulin-degrading enzyme (Homo sapiens), P14735. FAbeta-B cleavage; 0% vehicle, 100% cell-free pure enzyme wells. activation, % at 5.96 µM. hit rate 0.073% among 340,000. AID 493087, 2011;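 active = activation above the mean of all tested compounds plus 3 SD, set per screening campaign, cut at about 17% in these data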
IDE cell inh – human IDE inhibitors in live cells, primary screen, fluorescence polarization, HEK cells, FAbetaB substrate | Insulin-degrading enzyme (Homo sapiens), P14735 | FAbetaB cleavage | inhibition, % at 5.59 µM | hit rate 0.41% among 320,000 | AID 434962, 2010;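 active = percent inhibition above the average of all tested compounds plus 3 SD, set per screening campaign, cut at about 16% in these data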;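 note: IDE supplied by intact live HEK cells; FP after avidin binding of uncleaved biotin substrate so inhibition keeps polarization high; 0% = DMSO wells and 100% = 60 µM reference IDE inhibitor Ii1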
CRFR2-BP antag – antagonists of CRF-BP/CRF-R2 complex, primary screen, cell-based, HEK293, calcium dye fluorescence, uHTS; hit rate 0.59% among 350,000; AID 588475, 2011; CRF-induced calcium fluorescence; inhibition, % at 11.8 µM;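 active = inhibition of the ligand-induced calcium signal above about 50% at the single tested concentration, limit read from the data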
MEKK3 PB1 HTS – modulators of MEKK3-MEK5 PB1 binding, primary screen, biochemical, wildtype MEKK3, multiplex bead flow cytometry, Alexa488-MEK5; AID 1529, 2009; hit rate 1.4% among 290,000; bead-based flow cytometry, Alexa488-MEK5 binding to MEKK3; actives lie on both sides; 0 = blocked by unlabeled MEK5, 100 = vehicle; Mitogen-activated protein kinase kinase kinase 3 (Homo sapiens), Q99759; binding response (% of control), % at 10 µM;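 active = binding response more than 3 SD above or below the average of its plate-row segment, actives on both sides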;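 note: Alexa488 bead fluorescence after subtracting the streptavidin-only scavenger bead signal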
Target sequence (Q99759 whole entry, looked up): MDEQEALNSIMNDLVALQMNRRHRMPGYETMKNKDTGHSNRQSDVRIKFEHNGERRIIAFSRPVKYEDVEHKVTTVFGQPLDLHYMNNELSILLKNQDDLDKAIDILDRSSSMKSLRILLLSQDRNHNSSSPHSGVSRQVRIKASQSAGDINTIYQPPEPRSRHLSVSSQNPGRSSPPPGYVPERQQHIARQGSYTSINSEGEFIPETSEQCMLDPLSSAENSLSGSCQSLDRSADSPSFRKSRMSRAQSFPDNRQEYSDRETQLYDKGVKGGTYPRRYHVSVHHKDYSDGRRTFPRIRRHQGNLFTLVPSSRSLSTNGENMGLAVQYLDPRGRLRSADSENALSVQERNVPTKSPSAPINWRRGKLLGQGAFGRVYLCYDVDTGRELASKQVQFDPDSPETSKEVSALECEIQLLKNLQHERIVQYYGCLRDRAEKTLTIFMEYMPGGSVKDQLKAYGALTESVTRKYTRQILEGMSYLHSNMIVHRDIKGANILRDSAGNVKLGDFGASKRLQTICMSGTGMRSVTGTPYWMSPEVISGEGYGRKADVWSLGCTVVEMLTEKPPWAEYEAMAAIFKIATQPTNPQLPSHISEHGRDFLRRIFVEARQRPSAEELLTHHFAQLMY
GalR3 antag – GalR3 antagonists in HEK293 cells, primary screen, cell-based, fluorescence readout. Galanin receptor type 3 (Homo sapiens), O60755. HEK293 GalR3-CNG cAMP membrane potential fluorescence; galR3 body fused to GalR1 C-terminus. inhibition, % at 3 µM. hit rate 0.44% among 360,000;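 active = inhibition above the screen-wide average plus 3 SD, cut at about 13% in these data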;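 note: forskolin and galanin both at EC90 stimulate the cells; cAMP rise reported by CNG channel membrane potential dye signal; 0% = forskolin plus galanin with DMSO and 100% = forskolin alone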
Target sequence (O60755 1-299 limits assumed): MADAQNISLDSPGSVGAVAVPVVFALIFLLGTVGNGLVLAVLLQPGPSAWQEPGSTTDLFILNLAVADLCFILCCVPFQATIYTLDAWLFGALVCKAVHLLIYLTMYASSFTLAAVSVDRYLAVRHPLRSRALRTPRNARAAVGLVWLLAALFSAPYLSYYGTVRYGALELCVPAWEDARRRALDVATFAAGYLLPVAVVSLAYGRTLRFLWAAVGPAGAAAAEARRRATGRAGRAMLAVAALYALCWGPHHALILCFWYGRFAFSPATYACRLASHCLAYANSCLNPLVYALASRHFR
* hit, by the source's call; x = not tested or not shown.

entry | Compound | CHRM4 PAM | pCIP destab | PHOSPHO1 block | CRFR2-BP ag | IDE cell activ | IDE cell inh | CRFR2-BP antag | MEKK3 PB1 HTS | GalR3 antag
1 | CCOC(=O)CC1C(=O)NCCN1S(=O)(=O)c1ccc(C)cc1 (configuration not stated) | 1 | -10 | 27 | -1.5 | -3 | 4 | 26 | 104 | -1
2 | O=C(CCCCCNC(=O)N1CCn2c1nc1ccccc12)NCc1ccc(F)cc1 | 5 | -6 | 18 | -0.8 | 3 | 4 | 1 | 98 | -2
3 | O=C1C2CCCN2C(c2ccc(F)cc2)N1c1cccc(Cl)c1 (configuration not stated) | 13 | -6 | -12 | -3.1 | -3 | 0 | -17 | 96 | 2
4 | COc1cc(C(=O)OC(C)C(=O)NC2CCCCC2C)c([N+](=O)[O-])cc1OC (configuration not stated) | 21 | x | x | -5.0 | 1 | -3 | 5 | x | -5
5 | Cc1cccc(NC(=O)c2cc3c(n(-c4ccccc4)c2=O)CCCC3=O)n1 | 1 | 5 | 11 | -1.8 | -3 | x | 5 | 101 | 1
6 | CCN(CC)c1ccc(/C=C2\CCC(/C=N/NC(=O)c3ccc(=O)n(C)c3)=C2N2CCOCC2)cc1 | -6 | -178 | -10 | 96* | -20 | 25* | -146 | 112 | -3
7 | CCCCNC(=O)C1c2cc(OC)c(OC)cc2C(=O)N(C)C1c1ccc(OC)cc1 (configuration not stated) | -5 | -3 | -1 | -0.3 | -3 | 1 | -6 | 105 | 4
8 | Cc1c(Cl)cccc1NC(CC(=O)c1ccccc1)C(=O)OCC(=O)c1cccs1 (configuration not stated) | -1 | -11 | -4 | 3.3 | -1 | 4 | 6 | 102 | 6
9 | CCCCNC(=O)COC(=O)c1cc(S(=O)(=O)N2CCCCCC2)ccc1OC | -7 | -3 | 7 | -3.4 | 5 | -1 | -1 | 98 | -3
10 | Cc1ccc(CCNS(=O)(=O)c2ccc3c(c2)N(C)CCO3)cc1 | -1 | -11 | 13 | -2.9 | 6 | 1 | -2 | 101 | 1
11 | CCCOc1ccc(N2CC(C(=O)NC3=NCCS3)CC2=O)cc1 (configuration not stated) | 1 | -9 | -1 | -0.1 | 8 | 6 | -3 | 104 | -2
12 | CC1(C)OC(=O)C(=CNc2ccccc2)C(=O)O1 | -1 | -4 | 5 | 2.6 | 2 | -5 | -19 | 98 | -4
13 | C#CCOCCOCCOCCNc1nc(N2CCN(C(=O)[C@H]([C@@H](C)CC)n3cc(CCCN=C(N)N)nn3)CC2)nc(N2CCN(C(=O)[C@H](CCCCN)n3cc(CCC(=O)O)nn3)CC2)n1 | 7 | 0 | -14 | -0.9 | 2 | -5 | 6 | 105 | -7
14 | COc1ccc(OCC(=O)Nc2ccc(S(=O)(=O)N3CCCCC3)cc2)cc1 | -1 | -11 | 36 | 2.7 | 1 | 2 | -15 | 102 | -9
15 | O=c1c(OC2OC(CO)C(O)C(O)C2OC2OC(CO)C(O)C(O)C2OC2OC(CO)C(O)C(O)C2O)c(-c2ccc(O)c(O)c2)oc2cc(O)cc(O)c12 (configuration not stated) | 4 | -9 | 18 | 6.6 | 8 | 4 | 9 | 109 | -5
16 | Clc1ccc(C(CCN2CCCC2)Cc2ccccc2)cc1 (configuration not stated) | -19 | -9 | x | -0.3 | 3 | -2 | -13 | 103 | -14
17 | O=C1CC(N(O)c2ccccc2)C(=O)N1Cc1ccccc1 (configuration not stated) | 5 | -1 | 7 | -1.1 | 2 | 1 | -3 | 94 | -1
18 | COC(=O)c1ccc(/C=C2/SC(=S)N(CCC(=O)NCCCN3CCOCC3)C2=O)cc1 | -1 | -12 | 19 | -1.1 | 3 | 3 | 1 | 101 | -4
19 | Cc1ccc(/C=N/N=C2/NC(=O)C(CC(=O)Nc3ccc(Cl)cc3)S2)o1 (configuration not stated) | 8 | -7 | -4 | 1.9 | 3 | 6 | -31 | 102 | -2
20 | COc1ccc(Cc2nnc(NC(=O)Cn3cnc4c3c(=O)n(C)c(=O)n4C)s2)cc1 | -6 | 16 | -24 | -0.9 | -3 | 3 | 2 | 97 | -2
21 | COCc1cc(C)nc(SCC[N+](C)(C)CC(=O)c2ccccc2)c1C#N | -1 | -4 | -15 | -3.0 | 6 | 2 | -3 | 101 | -2
22 | Nc1c2c(nc3ccccc13)N(C1CCCCC1)CC2 | -1 | 5 | 11 | -1.9 | 0 | 7 | 29 | 107 | -4
23 | CCOC(=O)CNC(=S)N(Cc1ccco1)Cc1ccccc1Cl | -4 | -3 | 26 | -2.2 | 1 | 1 | 11 | 103 | -10
24 | Cc1ccc(C(=O)N2CCN(C3CCCCC3)CC2)s1 | -1 | -3 | -17 | 3.4 | 9 | 0 | -14 | 101 | 3
25 | O=C(Nc1ccc(F)cc1)c1ccc(=O)[nH]n1 | -3 | -2 | 7 | 0.4 | 5 | -1 | 6 | 104 | -6
26 | C=CCNC(=O)CN1CCC(n2c(C)nc3cc(C(F)(F)F)ccc32)CC1 | 8 | -6 | 12 | -0.3 | 2 | 0 | 21 | 112 | -1
27 | CCOc1ccc2[nH]c3c(N4CCC5(CC4)OCCO5)ncnc3c2c1 | x | -1 | 23 | -3.0 | x | 8 | -13 | 97 | -2
28 | CC(=O)Nc1ccccc1NC(=O)C/C(C)=N/NC(=O)Cc1cccc2ccccc12 | -13 | -8 | 40 | 1.2 | -3 | -1 | -11 | 108 | -8
29 | O=c1cc(SCc2ccc(Cl)cc2Cl)nc[nH]1 | 2 | x | x | -3.9 | 3 | x | 30 | x | -2
30 | COC(=O)c1c(NC(=O)CCCC(=O)O)sc(C)c1C | 1 | 2 | -36 | -1.1 | 9 | -5 | 12 | 102 | -4
31 | O=c1c([N+](=O)[O-])cccn1Cc1cccc(Br)c1 | -1 | -6 | 11 | -4.3 | 1 | x | 18 | 103 | -8
32 | CC(=O)NC(c1ccc(C)cc1)c1cc([N+](=O)[O-])c2cccnc2c1O (configuration not stated) | -1 | -10 | -13 | -0.8 | -5 | 6 | 1 | 102 | -6
33 | COc1cccc(/C=C2\SC(=N)N(c3ccc(F)cc3)C2=O)c1 | -1 | 0 | 21 | -1.0 | 2 | -3 | -3 | 96 | -4
34 | O=c1cc(OCc2ccccc2)cc[nH]1 | 9 | x | x | 0.2 | -14 | 9 | 2 | x | -2
35 | Cn1c(CN2CCCC2)nc2cc(NC(=O)C3CCCCC3)ccc21 | 10 | -1 | 53 | -0.6 | 7 | -3 | 4 | 108 | -3
36 | CC(C)CN1C(=O)C(=Nc2cccnc2)c2ccccc21 | 0 | -9 | 32 | -0.2 | -1 | -2 | -7 | 104 | 2
37 | COc1ccc(CN(Cc2cc3cc4c(cc3[nH]c2=O)OCO4)C(=O)NC2CCCCC2)cc1 | -4 | -4 | 37 | -0.7 | 2 | -2 | 10 | 106 | 5
38 | C=CCN1CCN(C(c2ccccc2)c2nnnn2CCC(C)C)CC1 (configuration not stated) | 1 | -9 | -12 | 1.5 | 0 | 0 | -6 | 104 | -4
39 | CCN(CC(=O)Nc1ccc(NC(C)=O)cc1)C(=O)Cc1ccccc1F | 10 | -5 | 23 | 0.9 | -2 | 0 | 2 | 101 | -10
40 | CCCN(CCC)c1nc(Cl)nc(NCCN2CCOCC2)n1 | -3 | -14 | 28 | -0.1 | 3 | 12 | 7 | 113 | 12
41 | COc1ccc(C2OC(=O)C(C)(C)C(=O)C2(C)C)cc1OC (configuration not stated) | 3 | -10 | 32 | 0.7 | 2 | 7 | 6 | 85 | 4
42 | Cc1nn(C)c(Cl)c1/C=C/C(=O)O | -7 | -2 | 30 | 1.6 | x | 4 | 28 | 104 | 0
43 | CCc1nnc(NC(=O)CSc2nnc(-c3ccoc3C)n2-c2ccc(C)cc2)s1 | -4 | -7 | 1 | -0.6 | 4 | 2 | 0 | x | -1
44 | COC(=O)c1ccc([C@@H]2C[C@H]3CN(Cc4cccnc4)C(=O)[C@]34CCCN24)cc1 | -5 | 4 | 39 | 0.1 | 2 | 4 | -14 | 97 | -6
45 | Cc1cc(NC(=O)CN2CCCCC2)n(-c2ccccc2)n1 | -8 | -4 | -1 | 1.4 | x | -3 | -7 | 97 | 1

Exported with each value named: 3 of the compounds above.
(37) COc1ccc(CN(Cc2cc3cc4c(cc3[nH]c2=O)OCO4)C(=O)NC2CCCCC2)cc1
  CHRM4 PAM: -4
  pCIP destab: -4
  PHOSPHO1 block: 37
  CRFR2-BP ag: -0.7
  IDE cell activ: 2
  IDE cell inh: -2
  CRFR2-BP antag: 10
  MEKK3 PB1 HTS: 106
  GalR3 antag: 5
(38) C=CCN1CCN(C(c2ccccc2)c2nnnn2CCC(C)C)CC1 (configuration not stated)
  CHRM4 PAM: 1
  pCIP destab: -9
  PHOSPHO1 block: -12
  CRFR2-BP ag: 1.5
  IDE cell activ: 0
  IDE cell inh: 0
  CRFR2-BP antag: -6
  MEKK3 PB1 HTS: 104
  GalR3 antag: -4
(39) CCN(CC(=O)Nc1ccc(NC(C)=O)cc1)C(=O)Cc1ccccc1F
  CHRM4 PAM: 10
  pCIP destab: -5
  PHOSPHO1 block: 23
  CRFR2-BP ag: 0.9
  IDE cell activ: -2
  IDE cell inh: 0
  CRFR2-BP antag: 2
  MEKK3 PB1 HTS: 101
  GalR3 antag: -10

Going on with the list.
entry | Compound | CHRM4 PAM | pCIP destab | PHOSPHO1 block | CRFR2-BP ag | IDE cell activ | IDE cell inh | CRFR2-BP antag | MEKK3 PB1 HTS | GalR3 antag
46 | O=C(Cn1nc(-c2ccccc2)c2ccccc2c1=O)Nc1cccnc1 | 16 | 7 | 5 | -0.5 | 5 | 4 | -1 | 102 | -5
47 | CNC(=S)NNC(=O)c1cccn(Cc2ccc(Cl)c(Cl)c2)c1=O | -2 | 7 | -108 | 0.3 | 8 | -2 | 1 | 104 | -3
48 | Cc1ccc(C(=O)NNC(=O)C2CSC3(C)CCC(=O)N23)cc1 (configuration not stated) | 1 | x | x | -2.3 | 7 | 5 | -8 | x | -3
49 | O=C1Nc2ccccc2S/C1=C\C(=O)N1CCCC1 | x | -2 | 36 | x | x | 6 | x | 105 | x
50 | C/C(=N\NC(=O)CSc1nc2ccccc2[nH]1)c1ccncc1 | -6 | 4 | -5 | 0.7 | 5 | -1 | -17 | 103 | -5

Structural class, those above containing an NH in an aromatic ring.
entry | Compound | CHRM4 PAM | pCIP destab | PHOSPHO1 block | CRFR2-BP ag | IDE cell activ | IDE cell inh | CRFR2-BP antag | MEKK3 PB1 HTS | GalR3 antag
25 | O=C(Nc1ccc(F)cc1)c1ccc(=O)[nH]n1 | -3 | -2 | 7 | 0.4 | 5 | -1 | 6 | 104 | -6
27 | CCOc1ccc2[nH]c3c(N4CCC5(CC4)OCCO5)ncnc3c2c1 | x | -1 | 23 | -3.0 | x | 8 | -13 | 97 | -2
29 | O=c1cc(SCc2ccc(Cl)cc2Cl)nc[nH]1 | 2 | x | x | -3.9 | 3 | x | 30 | x | -2
34 | O=c1cc(OCc2ccccc2)cc[nH]1 | 9 | x | x | 0.2 | -14 | 9 | 2 | x | -2
37 | COc1ccc(CN(Cc2cc3cc4c(cc3[nH]c2=O)OCO4)C(=O)NC2CCCCC2)cc1 | -4 | -4 | 37 | -0.7 | 2 | -2 | 10 | 106 | 5
50 | C/C(=N\NC(=O)CSc1nc2ccccc2[nH]1)c1ccncc1 | -6 | 4 | -5 | 0.7 | 5 | -1 | -17 | 103 | -5

Source: PubChem BioAssay (several laboratories)
